Screening data as filed in PubChem.
ABCB6 inh 2 – human ABCB6 transporter inhibition. fluorescence ratio to DMSO, % at 10 µM. K562-ABCB6 porphyrin accumulation, flow cytometry, 1 h; hits give low values. Q9NP58. 360,000 tested, 0.19% active;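 active means fluorescence ratio to DMSO below 75%, the collection mean minus 3 SD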;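 further: signal is porphyrin accumulated inside mitochondria; 100% equals median channel fluorescence of DMSO control wells; lower ratio means ABCB6 inhibition with less porphyrin fluorescence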
H9c2 protect – protects H9c2 cardiomyocytes from peroxide injury; H2O2 injury protection, ATPLite, 2 h; protection from H2O2 cell death, % at 20 µM; 360,000 tested, 0.63% active; AID 588492;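 active means compounds giving at least 50% protection of heart cells from peroxide-induced death in the single-dose screen, raw or plate-pattern-corrected value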;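 further: 0% = DMSO wells with peroxide and 100% = DMSO wells without peroxide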
hiPSC survival – hiPSC single-cell survival enhancement; ATPlite luminescence; 100% = ROCK inhibitor wells, 0% = DMSO; survival enhancement, % at 20 µM; 360,000 tested, 0.044% active; in the data active means survival enhancement above about 18%;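 further: cells exposed to compounds for 16 hours before the ATP read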
ABHD5-PLIN5 inh – ABHD5-PLIN5 protein interaction inhibition. Q00G26+Q8WTS1. AID 602281. Split G. princeps luciferase complementation, luminescence, 4 h. 360,000 tested, 0.78% active. inhibition, % at 4 µM;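 active means inhibition above the mean inhibition across every tested compound plus 3 SD, cut at about 22% in these data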;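 further: 0% = DMSO only wells and the 100% control is not disclosed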
Granule exo inh – blocks lytic granule exocytosis. inhibition, % at 10 µM. TALL-104 LAMP-1 surface exposure, flow cytometry; cells stimulated with thapsigargin and PMA. 360,000 tested, 0.66% active;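 active means inhibition above about 55%, limit read from the data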
aDG glyco up – increases alpha dystroglycan glycosylation; Pro5-aDG cells, alpha-DG glycosylation AlphaScreen (IIH6); 0% Pro5, 100% B10-LARGE cell signal; AID 624168; 360,000 tested, 0.22% active; activation, % at 10 µM;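 active means activation of at least 8% versus controls, or a plate z-score of at least 8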;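 further: Pro5 are CHO cells carrying HIG-tagged alpha-DG that lacks glycosylation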
MC4R ag barr – activates human MC4R beta-arrestin recruitment; U2OS MC4R beta-arrestin complementation, luminescence; percent of melanotan II response, DMSO zero; 360,000 tested, 0.98% active; AID 540308; activation, % at 8.9 µM;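 active means activation above a per-plate cutoff, the mean activation of sample wells on that plate plus 3 SD, cut at about 8% in these data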
Target sequence (P32245 whole entry, looked up): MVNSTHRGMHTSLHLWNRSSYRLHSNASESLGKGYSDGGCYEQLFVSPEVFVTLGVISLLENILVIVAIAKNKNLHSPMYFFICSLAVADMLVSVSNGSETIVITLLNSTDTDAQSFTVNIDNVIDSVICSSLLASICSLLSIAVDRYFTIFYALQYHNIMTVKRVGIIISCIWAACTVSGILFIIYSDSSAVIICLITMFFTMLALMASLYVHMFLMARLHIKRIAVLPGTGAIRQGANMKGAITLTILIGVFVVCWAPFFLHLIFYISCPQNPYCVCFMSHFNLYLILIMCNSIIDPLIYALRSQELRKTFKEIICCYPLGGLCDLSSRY
MC4R antag cAMP – human MC4R antagonism in cAMP assay; MC4R-expressing cells, MTII-stimulated cAMP, LANCE TR-FRET; inhibition, % at 6.5 µM; 360,000 tested, 0.48% active; AID 540295;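 active means inhibition above its plate's cutoff, the mean of tested wells on that plate plus 3 SD, cut at about 29% in these data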;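 further: 0% = Melanotan II alone and 100% = Melanotan II plus saturating MCL0020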
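Material: human MC4R-expressing U2OS cells. Probe or stimulus: Melanotan II challenge. Dosing: 6.5 µM single dose. Times: 30-min compound, 1-h challenge, 1-h detection, room temperature. Technique: TR-FRET with Eu-cAMP and labeled anti-cAMP, 671 nm. Replication: singlicate.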
HTR2A ag – activates the mouse 5-HT2A serotonin receptor. activation, % at 7.6 µM. P35363. 360,000 tested, 0.66% active. CHO-K1 mHTR2A beta-arrestin complementation, luminescence; percent of 30 µM serotonin response;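 active means activation above a run cutoff, the mean activation of all tested compounds plus 3 SD, cut at about 14% in these data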;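 further: 0% = plate median of compound wells and 100% = 30 µM serotonin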
Target sequence (P35363 whole entry, looked up): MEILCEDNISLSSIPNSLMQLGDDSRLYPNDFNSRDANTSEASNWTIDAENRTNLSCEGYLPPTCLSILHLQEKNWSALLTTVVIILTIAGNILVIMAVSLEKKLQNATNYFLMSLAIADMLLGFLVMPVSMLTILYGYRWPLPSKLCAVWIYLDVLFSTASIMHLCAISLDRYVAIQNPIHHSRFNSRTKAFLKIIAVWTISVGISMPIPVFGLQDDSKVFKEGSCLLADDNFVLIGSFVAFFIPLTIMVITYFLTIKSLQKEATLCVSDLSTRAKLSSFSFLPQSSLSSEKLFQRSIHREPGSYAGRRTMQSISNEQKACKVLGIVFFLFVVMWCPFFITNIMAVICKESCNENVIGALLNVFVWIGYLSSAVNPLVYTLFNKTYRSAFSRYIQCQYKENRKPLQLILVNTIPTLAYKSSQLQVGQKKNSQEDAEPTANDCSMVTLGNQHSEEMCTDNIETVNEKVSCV
Glyco luc inh – N-linked glycosylation inhibition; D54 ERlucT glycosylation luciferase reporter, 24 h; percent of 100 nM tunicamycin response; reporter increase, % at 12.5 µM; 360,000 tested, 0.23% active; AID 588692;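 active means mean luciferase reporter signal, scaled so untreated is 0 and the glycosylation-blocking control 100, at or above a set limit in every replicate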;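 further: luciferase carries N-glycosylation sites so blocking glycosylation raises the light; 0% = median of neutral control wells and 100% = median of 100 nM tunicamycin wells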
* marks the source's active call; other numbers are inactive results; · = no result given.

SMILES	ABCB6 inh 2	H9c2 protect	hiPSC survival	ABHD5-PLIN5 inh	Granule exo inh	aDG glyco up	MC4R ag barr	MC4R antag cAMP	HTR2A ag	Glyco luc inh
CC1CCCCN1C(=O)CCS(=O)(=O)c1cc2c(cc1Cl)NC(=O)CO2 (stereo not drawn)	95	-4	-0.3	2	4	0.1	0.1	5	12	1
CCc1nnc(SCC(=O)Nc2ccccc2)nc1CC	94	3	1.6	0	3	-0.3	1.2	12	2	3
CCOc1ccccc1NC(=O)C(OC(=O)c1ccc(O)cc1)c1ccccc1 (stereo not drawn)	97	-15	1.4	-16	-1	0.1	0.4	4	-1	0
O=C(CCC(=O)N1CCOc2ccccc21)NCCc1ccccc1	93	-6	1.3	-2	11	0.1	-1.4	4	-1	0
CCN(CC)C(=O)CSc1nc2c(sc(=S)n2-c2ccccc2)c(=O)n1-c1ccc(OC)cc1OC	101	0	-0.4	-11	-10	0.3	-0.6	22	1	-2
COc1cccc(CNC(=O)CCNC(=O)C2CCN(S(=O)(=O)c3ccccc3)CC2)c1	100	-1	-0.4	-7	-1	-0.2	-2.3	11	4	1
CCc1ccc(C(=O)COC(=O)CNC(=O)c2ccc(N3C(=O)c4ccccc4C3=O)cc2)cc1	96	0	4.6	1	-4	-0.1	7.6	3	3	2
CCc1nccn1S(=O)(=O)c1cc(Br)ccc1OC	95	1	1.0	0	-1	0.7	-2.5	-3	2	1
Cc1[nH]c2ccccc2c1CCNC(=O)CCC(=O)c1ccccc1	97	4	-0.3	0	-5	0.1	-0.5	12	2	1
COc1ccc(NC(=O)CN(C)C(=O)c2cc(CN3C(=O)c4ccccc4C3=O)ccc2OC)cc1	97	-4	-0.5	-3	0	-0.3	-2.9	11	3	-1
CCOC(=O)c1c(C)[nH]c(C)c1C(=O)COC(=O)c1cccc(S(=O)(=O)NC)c1	86	2	-1.3	1	0	-0.1	-1.5	7	-7	1
CCN(CC)c1ccc(C=Nc2cccnc2Cl)c(O)c1	116	-8	0.0	3	-1	0.1	-0.8	3	5	-1
CC(=O)c1cccc(NC(=O)C2(C)Cc3c(-c4cccc(C(N)=O)c4)ccnc3O2)c1 (stereo not drawn)	94	43	0.3	-2	-4	-0.1	0.3	11	4	6
CC(C)CC(=O)c1c[nH]c(C(=O)O)c1	108	-3	-2.1	-2	-1	0.4	-0.1	2	1	1
CN(Cc1ccco1)c1ncnc2ccc(-c3ccccc3Cl)cc12	96	-5	2.1	-1	-8	0.9	2.9	-5	-7	-6
COC(=O)C1=CNC=C(C(=O)OC)C1c1cccc2ccccc12	71*	15	0.2	-6	15	0.0	0.2	-2	4	11
c1ccc2c(Nc3nc(-c4ccncc4)nc4ccccc34)cccc2c1	96	0	-0.8	3	-5	0.1	1.9	-8	-3	-8
Nc1ccc2c(c1)C(=O)c1ccc(Cl)cc1-2	93	-6	1.6	-3	-5	0.0	0.0	-14	2	0
N[C@@H](CCC(=O)N[C@@H](CSN=O)C(=O)NCC(=O)O)C(=O)O	95	1	2.6	-28	-1	-0.1	-0.1	10	-2	1
CCc1cc2c(cc3c(=O)n(CC(=O)N4CCN(C)CC4)ncn32)s1	101	0	-0.3	8	-5	-0.1	-0.8	1	-3	3
COc1ccccc1-n1c(=S)[nH]c2c(sc(=S)n2-c2ccccc2)c1=O	96	-2	-0.5	-7	0	-0.2	-1.1	4	4	-2
COc1ccc(S(=O)(=O)NC(C)(C)C)cc1-c1nnc2c3ccccc3c(C)nn12	95	6	3.6	-2	-1	0.1	-1.2	-28	5	1
CCOC(CNC(=O)c1[nH]c(C(F)(F)F)nc1-c1ccccc1)OCC	100	1	6.6	1	0	0.1	·	·	-2	1
CCCCc1c(O)nc(SCC(=O)NCC2CCCO2)[nH]c1=O (stereo not drawn)	94	-3	-3.4	-1	2	0.3	-0.6	4	3	3
O=S(=O)(c1cccc(C(F)(F)F)c1)c1ccc(O)cn1	98	0	0.2	2	6	-0.2	0.4	10	-1	4
The list goes on.
SMILES	ABCB6 inh 2	H9c2 protect	hiPSC survival	ABHD5-PLIN5 inh	Granule exo inh	aDG glyco up	MC4R ag barr	MC4R antag cAMP	HTR2A ag	Glyco luc inh
O=C(CCc1nc2ccccc2c(=O)[nH]1)OCc1ccc(-c2ccccc2)cc1	96	27	-1.7	-6	6	-0.1	18*	-6	9	-2
CCN(c1cccc(C)c1)S(=O)(=O)c1ccc(-c2cc(C)no2)s1	101	-6	-0.4	-4	19	-0.2	-4.8	-25	-5	22
COc1ccc(C(=O)Nc2cc3c(cc2C(=O)O)OCCCO3)c(OC)c1	98	0	-0.5	-7	-2	-0.1	-1.4	10	-1	2
Fc1ccc(C2c3cccn3CCN2C(=S)Nc2cccc(F)c2)cc1 (stereo not drawn)	103	-1	-0.5	-4	-1	-0.1	0.1	28	-2	-2
O=C(NC(=S)Nc1ccccc1)c1cccs1	94	-10	-0.6	-5	-5	0.1	-1.8	8	5	-1
CCCSC1=C(C#N)C(c2ccccc2C)CC(=O)N1 (stereo not drawn)	102	1	-0.5	·	3	0.0	·	·	·	-2
O=[N+]([O-])c1ccccc1S(=O)(=O)Nc1nc2ccccc2s1	95	-3	1.0	-6	-2	0.3	-3.4	0	2	1
Cc1ccc(S(=O)(=O)NCc2cn3ccsc3n2)c(C)c1	113	0	11	1	3	0.7	1.5	19	4	3
CCCN(CCC)CCCNS(=O)(=O)c1cc(Br)cc2c1N(C(C)=O)CC2	93	6	3.9	-7	0	-0.2	0.5	12	6	0
COc1ccc(C(=O)NC2CCC(O)CC2)cc1S(=O)(=O)NCc1ccc(Cl)cc1 (stereo not drawn)	97	15	0.9	12	-2	-0.1	2.1	3	-1	-2
O=C(NCc1cccs1)C1C(=O)Nc2ccccc2C(=O)N1C1CCCC1 (stereo not drawn)	·	·	·	0	-8	-0.1	·	·	3	·
COc1ccc(OC)c(NC(=O)CSc2nnc(CCCO)n2-c2ccccc2)c1	109	-2	0.6	-1	3	-0.2	-0.3	0	7	1
COc1ccc(C2=NOC3(CC(=O)N(c4ccc(F)cc4)C3=O)C2)c(OC)c1 (stereo not drawn)	99	11	-2.2	-3	15	-0.4	-0.5	-3	0	1
CN(CC(=O)N1CCCCCC1)S(=O)(=O)c1cccc2cccnc12	101	2	3.0	4	-3	0.3	0.1	0	7	0
Cc1cc(=O)[nH]c(SCc2ccccc2)n1	107	-2	0.3	12	15	0.2	0.1	2	3	3
Cc1cc(C)c2c(=O)[nH]c(SCC(=O)N3CCOCC3)nc2n1	99	3	-3.4	1	3	0.2	-1.1	8	1	-3
COc1ccc(CCNC(=O)c2cc(-c3ccc(C)cc3O)n[nH]2)cc1OC	110	14	1.0	2	-1	-0.1	2.8	16	-3	8
COc1cccc(CN2C(=O)C(C)N(C(=O)c3c(F)cccc3F)c3ccccc32)c1 (stereo not drawn)	89	-9	-0.6	-7	56*	0.4	-0.9	5	-4	-3
COc1ccccc1C(CNC(=O)c1ccc(NS(=O)(=O)c2ccc(F)c(C)c2)cc1)N(C)C (stereo not drawn)	96	1	-0.4	5	2	-0.2	2.9	5	-4	0
O=C(Nc1cccc(NC(=O)N2CCN(c3ccccc3)CC2)c1)N1CCN(c2ccccc2)CC1	102	-6	1.0	2	3	0.0	0.3	7	-4	-5
CCc1ccc(-c2cc(C(F)(F)F)n3nc(C(=O)Nc4c(C)nn(Cc5ccc(F)cc5)c4C)cc3n2)s1	98	-11	3.7	1	-6	1.1	-1.0	2	-4	-8
CC(Sc1nc2ccccc2s1)C(=O)NC1CCCc2ccccc21 (stereo not drawn)	86	-5	-0.9	-3	3	0.5	-0.4	3	-3	-3
COCC(=O)n1nc(-c2ccc(Cl)cc2)nc1NCc1ccc(F)cc1	94	-6	0.2	-3	2	-0.1	-0.3	-2	-2	8
COc1ccccc1C(=O)NCCC(=O)Nc1cccc(C)n1	96	-1	1.2	-7	-13	-0.3	-4.1	2	-1	2
Cn1c(=O)c2c(nc(Sc3ncccn3)n2Cc2ccc(Cl)cc2)n(C)c1=O	97	16	2.5	2	2	0.2	0.1	9	-5	-3

Reprinted at random: 3 records from the list
SMILES	ABCB6 inh 2	H9c2 protect	hiPSC survival	ABHD5-PLIN5 inh	Granule exo inh	aDG glyco up	MC4R ag barr	MC4R antag cAMP	HTR2A ag	Glyco luc inh
Cc1cc(C)c2c(=O)[nH]c(SCC(=O)N3CCOCC3)nc2n1	99	3	-3.4	1	3	0.2	-1.1	8	1	-3
COc1ccccc1C(=O)NCCC(=O)Nc1cccc(C)n1	96	-1	1.2	-7	-13	-0.3	-4.1	2	-1	2
CCCN(CCC)CCCNS(=O)(=O)c1cc(Br)cc2c1N(C(C)=O)CC2	93	6	3.9	-7	0	-0.2	0.5	12	6	0

Other structures
SMILES	ABCB6 inh 2	H9c2 protect	hiPSC survival	ABHD5-PLIN5 inh	Granule exo inh	aDG glyco up	MC4R ag barr	MC4R antag cAMP	HTR2A ag	Glyco luc inh
O=c1[nH]c(SCc2ccccc2Cl)nc2c1CCCC2	98	38	-1.5	3	1	0.4	0.4	6	-3	1
Cc1nc(N2CCN(C)CC2)c2c(C)c(C(=O)Nc3ccc(F)cc3)sc2n1	96	27	-2.0	-1	4	0.0	-2.1	3	-2	-2
CCc1cccc(NC(=O)Cn2c3[n+](c4ccc(C(F)(F)F)cc42)CCCCC3)c1	105	1	-1.3	14	2	0.1	-1.2	1	-2	5
Fc1ccc(-c2ccnc3nc(N4CCOCC4)nn23)cc1	100	-1	4.4	-1	5	-0.2	-0.8	9	-4	2
CC(C)(C)N(NC(=O)c1ccccc1)C(=O)c1ccc(C(=O)N(NC(=O)c2ccccc2)C(C)(C)C)cc1	98	-2	-2.9	3	3	0.1	2.0	7	6	-2
CC(C)c1nc(C(=O)N2CCc3c([nH]c4ccccc34)C2c2ccccn2)cs1 (stereo not drawn)	94	2	0.7	-1	0	0.4	9.0*	4	-4	-1
CCOc1ccccc1N1CC(C(=O)N(Cc2nnc(-c3ccccc3Cl)o2)C2CC2)CC1=O (stereo not drawn)	98	3	0.7	-1	-2	0.5	-2.5	6	-10	0
CCO[C@@H]1OC(C(=O)N2CCN(Cc3ccc4c(c3)OCO4)CC2)=C[C@H](C2CC2)[C@H]1CCCO	90	10	0.4	6	-4	0.2	-0.8	4	5	7
CCOC(=O)C1=C(c2ccccc2)N=C2SCC(=O)N2C1c1cccc(OC)c1 (stereo not drawn)	89	7	-2.0	-4	3	0.3	1.3	1	-2	-2
Cc1ccccc1N(C(=O)c1ccco1)C(C(=O)NC1CCCC1)c1cccnc1 (stereo not drawn)	95	10	-0.7	-6	3	0.1	-0.6	16	11	-1
Cc1ccc(C)c(OCCC(=O)OCC(=O)c2ccc3c(c2)NC(=O)CO3)c1	102	-8	0.2	-3	1	0.8	1.2	2	10	1
Cc1ccc(-n2c(-c3ccccc3)cc(=O)nc2C)cc1	100	7	1.6	-7	-3	0.1	-0.1	2	0	2
Cc1cccc2c1-c1sc(C(=O)NCCCN3CCc4ccccc4C3)cc1CO2	94	2	-0.6	11	3	0.2	2.0	21	-9	-3
c1csc(CNc2ncnc3nc[nH]c23)c1	101	-7	7.5	-5	10	0.0	1.0	6	10	1
O=C(CN(c1cc(Cl)ccc1Cl)S(=O)(=O)c1ccccc1)N1CCOCC1	103	3	0.8	1	-2	-0.1	-1.6	5	-1	0

Compounds as they come; about 4.5% have a hit in one of these screens.
